# PLCg1 inh: PLC-gamma1 enzyme inhibitors, primary screen, biochemical, fluorescence, purified enzyme; 1-phosphatidylinositol 4,5-bisphosphate phosphodiesterase gamma-1 (Homo sapiens), P19174; fluorogenic substrate; inhibition, % at 12.2 µM; 370,000 compounds, 0.84% hits; AID 720700, 2013; in the data active = inhibition above about 9.5%
# ARFGAP1 inh: inhibitors of rat ARFGAP1 GAP activity, primary screen, biochemical, fluorescence polarization, GDP tracer; 360,000 compounds, 0.26% hits; ADP-ribosylation factor GTPase-activating protein 1 (Rattus norvegicus), Q62848; Arfgap1-stimulated ARF1 GTP hydrolysis, GDP FP detection; inhibition, % at 16.5 µM;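 active = inhibition above a per-plate limit, mean inhibition of low control wells plus 3 SD, cut at about 25% in these data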;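 note: 0% = DMSO wells with enzyme and 100% = wells lacking Arfgap1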
# Target sequence (Q62848 1-136 limits assumed): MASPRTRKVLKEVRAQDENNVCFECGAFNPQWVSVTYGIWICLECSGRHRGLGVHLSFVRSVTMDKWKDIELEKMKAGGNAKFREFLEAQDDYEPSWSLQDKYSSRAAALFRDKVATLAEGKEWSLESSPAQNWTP
#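 Material – truncated rat Arfgap1 GAP domain · Buffer or medium – HEPES-based buffer, pH 7.5 · Reagent – human ARF1(Δ1-17)-GTP substrate · Dosing – 16.5 µM single point, 1.26% DMSO · Schedule – GTP hydrolysis reaction 2 h at 25 °C · Technique – GDP detection by fluorescence polarization · Benchmarks – No-Arfgap1 wells (100%) versus DMSO full-reaction wells (0%) · Repeats – single replicate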
# PLCb3 inh: human PLC-beta3 inhibitors, primary screen, biochemical, fluorescence; Purified PLC-beta3, fluorogenic substrate; inhibition, % at 12.2 µM; 370,000 compounds, 0.18% hits; AID 720704, 2013; in the data active = inhibition above about 11%;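 note: 0% = median of compound wells on plate and 100% = full blocker control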
# NR1D1 modulator: modulators of Rev-erb alpha DNA binding, primary screen, biochemical, FITC-DNA, fluorescence polarization, uHTS; Nuclear receptor subfamily 1 group D member 1 (Homo sapiens), P20393; Rev-erbα–FITC-DNA binding, 90 min; activity, % at 10 µM; 370,000 compounds, 0.79% hits; AID 1259318, 2017;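 active = activity above about 14%, limit read from the data; passing the limit was not always enough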;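 note: 0% = DMSO wells with 35 nM protein and 100% = DMSO wells with 750 nM protein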
# Target sequence (P20393 whole entry, looked up): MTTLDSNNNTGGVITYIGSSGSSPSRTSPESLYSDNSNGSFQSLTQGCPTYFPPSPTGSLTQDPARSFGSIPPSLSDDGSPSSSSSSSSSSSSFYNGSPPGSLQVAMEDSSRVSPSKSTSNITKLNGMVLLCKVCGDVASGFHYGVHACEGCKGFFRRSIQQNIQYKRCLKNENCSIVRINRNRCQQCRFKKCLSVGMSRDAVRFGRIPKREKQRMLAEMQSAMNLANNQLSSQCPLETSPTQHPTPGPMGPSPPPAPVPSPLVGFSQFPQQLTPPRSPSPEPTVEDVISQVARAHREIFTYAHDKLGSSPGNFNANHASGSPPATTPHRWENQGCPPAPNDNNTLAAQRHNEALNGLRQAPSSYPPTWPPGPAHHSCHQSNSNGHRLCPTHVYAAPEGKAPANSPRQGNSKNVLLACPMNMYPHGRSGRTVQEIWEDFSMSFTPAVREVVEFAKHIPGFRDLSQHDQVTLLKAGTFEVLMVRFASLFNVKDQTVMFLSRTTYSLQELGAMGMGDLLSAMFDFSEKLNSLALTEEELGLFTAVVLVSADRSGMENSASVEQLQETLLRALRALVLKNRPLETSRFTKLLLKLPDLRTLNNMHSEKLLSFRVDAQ
# ASAP1 inh: inhibitors of human ASAP1 ArfGAP activity, primary screen, biochemical, fluorescence polarization | Arf-GAP with SH3 domain, ANK repeat and PH domain-containing protein 1 (Homo sapiens), … | inhibition, % at 16.5 µM | ASAP1-stimulated ARF1 GTP hydrolysis, GDP FP detection | 360,000 compounds, 0.19% hits | AID 624377, 2012; in the data active = inhibition above about 25%;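 note: 0% = vehicle with enzyme and substrate and 100% = no enzyme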
# HGIII-sPLA2 inh: human group III sPLA2 inhibitors, primary screen, biochemical, QFRET, BODIPY PC-A2 liposome substrate | 370,000 compounds, 0.56% hits | QFRET BODIPY PC-A2 liposome hydrolysis, fluorescence | inhibition, % at 12.2 µM;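 active = inhibition above mean plus 3 SD of compounds lying within the high and low control bounds, cut at about 19% in these data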;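 note: 0% = median of test compound wells and 100% = no enzyme DMSO wells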
# UHRF1 binding: UHRF1 methylated DNA binding inhibitors, primary screen, counter-screen for MBD2 inhibitor project, biochemical, TR-FRET, human UHRF1, single concentration; E3 ubiquitin-protein ligase UHRF1 (Homo sapiens), Q96T88; UHRF1 binding to methylated oligo; inhibition, % at 4.4 µM; 370,000 compounds, 0.75% hits; in the data active = inhibition above about 21%;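 note: UHRF1 SRA domain binding a hemimethylated CpG hairpin DNA probe; 0% = median of test compound wells and 100% = reference inhibitor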
# DDE Tn7 FP inh: inhibitors of Tn7 peptide binding to fibrin DD(E), primary screen, biochemical, fluorescence polarization, human fibrin, Tn7 probe | FP displacement of FITC-Tn7 peptide from fibrin DD(E); 0% = median of compound wells per plate | Fibrinogen beta chain (Homo sapiens), P02675 | inhibition, % at 8.3 µM | 370,000 compounds, 0.13% hits;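 active = inhibition above the mean of compounds falling within the control limits plus 3 SD of them, cut at about 14% in these data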;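 note: 0% = plate median of compound wells and 100% = 10 µM Aha-Tn7 peptide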
#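 Test system: human clot-derived fibrin DD(E) complex / Quantity: 2 µM final DD(E) protein / Incubation: 10 min plus 3 h, room temperature / Measured by: fluorescence polarization / Benchmarks: high control of 10 µM Aha-Tn7 peptide / Replicates: singlicate testing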
# proKLK7 act: proKLK7 zymogen activators, primary screen, biochemical, fluorescence intensity; Kallikrein-7 (Homo sapiens), P49862; purified proKLK7, EDANS-DABCYL substrate fluorescence; 100% is mature enzyme control, 0% vehicle; activation, % at 7 µM; 370,000 compounds, 0.9% hits; AID 652039, 2013;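 active = activation above the mean of all tested compounds plus 3 SD, computed per campaign excluding outliers beyond control limits, cut at about 13% in these data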
# Target sequence (P49862 whole entry, looked up): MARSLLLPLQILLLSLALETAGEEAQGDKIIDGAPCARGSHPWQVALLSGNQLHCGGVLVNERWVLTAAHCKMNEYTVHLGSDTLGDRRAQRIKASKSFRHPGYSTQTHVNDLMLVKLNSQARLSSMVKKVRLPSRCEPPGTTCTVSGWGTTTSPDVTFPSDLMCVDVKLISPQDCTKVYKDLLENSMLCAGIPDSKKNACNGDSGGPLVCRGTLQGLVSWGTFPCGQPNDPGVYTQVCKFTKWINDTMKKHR
# Tn6 DDE FP: inhibitors of Tn6 peptide binding to fibrin DD(E), primary screen, biochemical, fluorescence polarization, human fibrin, Tn6 probe; Fibrinogen beta chain (Homo sapiens), P02675; Fibrin DD(E) TRITC-Tn6 fluorescence polarization displacement; inhibition, % at 8.3 µM; 370,000 compounds, 0.21% hits; AID 720509, 2013;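 active = inhibition above a per-campaign cutoff: mean of compounds within control limits plus 3 SD, cut at about 15% in these data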;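 note: 0% = median of all compound wells on the plate and 100% = blocking peptide control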
# The depositor's hits bear a star; i = inactive; x = not tested or not shown.
# The line under a structure holds: ASAP1 inh, HGIII-sPLA2 inh, DDE Tn7 FP inh, NR1D1 modulator, PLCb3 inh, Tn6 DDE FP, proKLK7 act, UHRF1 binding, PLCg1 inh, ARFGAP1 inh
O=C(N[C@H](Cc1ccccc1)C(=O)NCCCN1CCCC1=O)[C@H]1O[C@@H](n2ccc(=O)[nH]c2=O)[C@H](O)[C@@H]1O
 : -4, 0, 3, 3, 1, 2, -0.6, -1, 0, -10
Cc1ccc(S(=O)(=O)NNC(=O)CC#N)cc1
 : 3, 0, -3, -6, 3, 2, -0.7, -3, 1, -4
COCCNC(=O)Cn1nc(-c2ccccc2F)ccc1=O
 : -10, 4, -4, -1, -5, 5, 0.4, 0, -3, 2
COc1cccc(CC(=O)OC(C)C(=O)Nc2ccc(Cl)cn2)c1 (stereo not given)
 : -6, -10, -9, 4, -3, 4, 0.4, 0, -1, -2
Cc1ccc(/C=C/C(=O)Nc2nn[nH]n2)o1
 : 6, 0, -7, -8, -11, -1, 0.4, -2, -10, 6
CC(=O)N1CCc2[nH]c3ccccc3c2C1
 : -7, 0, 8, 4, -19, -2, 2.2, -2, -18, 4
Cc1ccc(-c2ccc(/C=N/c3ncn[nH]3)o2)cc1Cl
 : -8, 2, 5, 1, -14, -2, -0.9, 0, -17, 0
COc1ccc([C@@H]2C[C@@H](c3ccccc3)Oc3c(C)ccc(C(C)C)c32)cc1
 : 0, 2, 14*, 8, -1, -4, 0.3, -2, 2, -6
Nc1nc(NC(=O)C(Cl)(Cl)Cl)nn1-c1ccccc1
 : -4, 2, -1, 0, 3, 1, -0.4, 6, 0, 1
Cc1cnc(C(=O)OCC(=O)N(Cc2ccccc2)C(C)(C)C)cn1
 : -2, -2, -9, -9, 0, 12, -0.3, 0, -3, -14

# Carrying on:
# The line under a structure holds: ASAP1 inh, HGIII-sPLA2 inh, DDE Tn7 FP inh, NR1D1 modulator, PLCb3 inh, Tn6 DDE FP, proKLK7 act, UHRF1 binding, PLCg1 inh, ARFGAP1 inh
O=C1OC(c2ccccc2)(c2cc(Br)ccc2O)c2ccccc21 (stereo not given)
 : 1, -31, 6, 6, -5, 4, 0.5, 0, 0, 6
O=S1(=O)CC(N2CCC(Cc3ccccc3)CC2)CN1C1CCCCC1 (stereo not given)
 : 2, -3, 7, 11, 1, 11, -0.2, -1, -3, -13
CC(=O)c1cccc(NS(=O)(=O)N(C)C)c1
 : -4, 1, -3, -1, -2, 1, 0.6, -3, 6, 16
O=C(NC1CCCC1)C(c1ccncc1)N(C(=O)c1ccco1)c1ccc(Cl)cc1 (stereo not given)
 : -12, 0, -6, 3, 0, -3, 0.1, -1, 2, -2
Cc1ccc(C)c(S(=O)(=O)NC2CCS(=O)(=O)C2)c1 (stereo not given)
 : -10, 2, 4, -3, 6, 5, -0.3, 2, 1, 9
Cn1nccc1C(=O)Nc1ccc(Cl)cc1
 : -15, 4, 4, -2, 2, 2, -0.4, 1, -2, 3
CCN(CC(=O)NCc1cccs1)C(=O)c1ccc(S(=O)(=O)Nc2cccc(C)c2C)cc1
 : 14, -14, 0, 0, -2, 1, -0.3, 0, 5, -7
Cc1ccc2nc(-c3cc(N)cc(N)c3)oc2c1
 : -4, 23*, -1, 6, -82, 4, -0.5, -4, -65, 15
COc1ccccc1NC(=O)/C(C#N)=C/C=C/c1ccco1
 : 13, -12, 8, -2, -38, -1, -0.6, 6, -27, 0
CCCOc1ccc(C2C(C(=O)c3ccco3)=C(O)C(=O)N2CCCn2ccnc2)cc1 (stereo not given)
 : -15, -10, -3, 2, -3, 7, 0.2, -7, -1, 10

# Following part:
# The line under a structure holds: ASAP1 inh, HGIII-sPLA2 inh, DDE Tn7 FP inh, NR1D1 modulator, PLCb3 inh, Tn6 DDE FP, proKLK7 act, UHRF1 binding, PLCg1 inh, ARFGAP1 inh
CCOC(=O)C1CCN(S(=O)(=O)c2ccc(OC)c(Cl)c2)CC1
 : -4, -1, 4, 2, 2, -3, 0.0, -1, -4, -5
Cc1nc2c(c(C)c1C#N)C(=O)c1ccccc1-2
 : 11, 2, -6, -7, 0, 3, 0.0, -5, 5, 1
Cc1ccc(S(=O)(=O)Nc2ccccc2C(=O)NCC2CCCO2)cc1 (stereo not given)
 : 6, -5, 13, 7, -19, 2, -0.9, 2, -4, 6
CCOC(=O)C1CCCN(S(=O)(=O)Cc2ccccc2)C1 (stereo not given)
 : -5, -3, -1, 1, -4, 5, -0.5, 2, -4, 7
O=C(NC1(C(F)(F)F)NC(=O)N(Cc2cccnc2)C1=O)c1ccc(F)cc1 (stereo not given)
 : 5, -5, 8, -1, 3, 14, -0.1, -2, -2, 2
O=C(O)c1cccc(S(=O)(=O)NCc2cccs2)c1
 : -2, 1, 1, 8, 2, -2, -0.3, -1, 0, -5
COc1cc(OC)cc(C(=O)N2CCN(C(=O)c3ccc(OC)c(OC)c3)CC2)c1
 : -8, 1, -3, -3, 2, -2, 0.2, 1, 1, 3
Cc1cccc(CNc2ncnc3ccc(-c4cccnc4)cc23)c1
 : 9, -18, 4, 4, -3, -4, -0.1, 0, -5, 3
CCOc1ccccc1C1CC(c2ccc(Br)cc2)Nc2nc(N)nn21 (stereo not given)
 : -7, 7, 8, -3, -21, 7, -0.5, -2, -12, -5
CCc1ccc(C(=O)OCC(=O)N(CCOC)c2c(N)n(Cc3ccccc3)c(=O)[nH]c2=O)cc1
 : 3, 0, 1, 2, -6, 5, 0.1, 1, 0, -3

# Going on with the list:
# The line under a structure holds: ASAP1 inh, HGIII-sPLA2 inh, DDE Tn7 FP inh, NR1D1 modulator, PLCb3 inh, Tn6 DDE FP, proKLK7 act, UHRF1 binding, PLCg1 inh, ARFGAP1 inh
COc1ccc(C(=O)NCC(=O)N2CC=C(c3ccccc3)CC2)cc1OC
 : 1, 0, -3, 1, -5, 0, -0.3, -5, 0, 9
Cc1ccccc1OC(C)C(=O)Nc1ccc(S(=O)(=O)Nc2nccs2)cc1 (stereo not given)
 : -2, -40, 1, -3, -6, -5, 1.5, -1, -1, -1
COc1ccccc1OC(C)c1nnc(SCC(=O)Nc2c(C)n(C)n(-c3ccccc3)c2=O)n1-c1ccccc1 (stereo not given)
 : -8, -3, -2, 0, 6, 3, 0.9, -5, 1, 15
COc1c(C)cccc1C(=O)Nc1ccc(N2CCOCC2)c(Cl)c1
 : -8, -1, 4, 0, -2, -1, -0.1, -3, -4, 5
CN1C2=C(C#N)C(c3ccccc3)(C(F)(F)F)NC(=O)N2c2ccccc21 (stereo not given)
 : -2, 4, 5, 5, -6, -2, 0.1, -1, -8, -2
CC[C@@H]1CN(C)[C@H]2Cc3c([nH]c4ccccc34)C(=O)C[C@@H]1[C@@H]2C(=O)OC
 : -5, -2, -5, 0, -201, 3, 17*, 0, -157, 0
N=c1c(C(=O)NCC2CCCO2)cc2c(=O)n3ccccc3nc2n1C1CCCC1 (stereo not given)
 : 1, 8, -4, -5, i, 8, 106*, -1, i, 2
CCOC(=O)[C@@]12CCCC3=C1N(CCC3)C(=O)[C@H]2CC(=O)N1CCCC1
 : x, 4, 5, 3, 2, -2, 0.2, -2, 0, x
O=C(CSc1nc(=O)n2ccccc2n1)Nc1cccc2ccccc12
 : -2, 14, 6, -6, -6, 3, 0.3, 3, 1, -10
Cc1ccc(Cl)c(OCC(=O)NCc2ccco2)c1
 : 7, 5, -4, -1, 0, 5, 0.6, 3, 2, -8

# Continued.
# The line under a structure holds: ASAP1 inh, HGIII-sPLA2 inh, DDE Tn7 FP inh, NR1D1 modulator, PLCb3 inh, Tn6 DDE FP, proKLK7 act, UHRF1 binding, PLCg1 inh, ARFGAP1 inh
CN1OC[C@@H]2CN(Cc3ccccc3)[C@H](c3ccc(-n4ccnc4)cc3)C[C@@H]21
 : 1, 6, 1, 3, 0, -1, -0.6, 2, 0, -6
Cc1cnc(NC(=O)CSc2nnc(-c3ccccc3)n2Cc2ccccc2)s1
 : 0, -10, -1, -1, 1, 2, 0.9, 0, 1, 1
O=C(O)COc1ccc2nsnc2c1Cl
 : -11, 0, -2, -2, i, -6, 19*, -2, i, 3
CCN(CC)CCN1C(=O)C(=O)/C(=C(/O)c2ccc3c(c2)CC(C)O3)C1c1ccc(OC)cc1 (stereo not given)
 : -6, -3, -3, -3, -6, 7, 0.5, -4, 0, -13
COc1ccc(OC)c(-c2cc(C(=O)N/N=C(\C)c3cccnc3)c3ccccc3n2)c1
 : 7, -4, -12, 0, -39, 4, -4.0, -1, -20, 14
CCN(CC)S(=O)(=O)c1ccc(N2CC(C(=O)N3CCOCC3)CC2=O)cc1 (stereo not given)
 : -18, 5, 5, 1, -12, -3, 0.3, 3, 2, 2

# Of the compounds above, six have an NH in an aromatic ring:
# The line under a structure holds: ASAP1 inh, HGIII-sPLA2 inh, DDE Tn7 FP inh, NR1D1 modulator, PLCb3 inh, Tn6 DDE FP, proKLK7 act, UHRF1 binding, PLCg1 inh, ARFGAP1 inh
O=C(N[C@H](Cc1ccccc1)C(=O)NCCCN1CCCC1=O)[C@H]1O[C@@H](n2ccc(=O)[nH]c2=O)[C@H](O)[C@@H]1O
 : -4, 0, 3, 3, 1, 2, -0.6, -1, 0, -10
Cc1ccc(/C=C/C(=O)Nc2nn[nH]n2)o1
 : 6, 0, -7, -8, -11, -1, 0.4, -2, -10, 6
CC(=O)N1CCc2[nH]c3ccccc3c2C1
 : -7, 0, 8, 4, -19, -2, 2.2, -2, -18, 4
Cc1ccc(-c2ccc(/C=N/c3ncn[nH]3)o2)cc1Cl
 : -8, 2, 5, 1, -14, -2, -0.9, 0, -17, 0
CCc1ccc(C(=O)OCC(=O)N(CCOC)c2c(N)n(Cc3ccccc3)c(=O)[nH]c2=O)cc1
 : 3, 0, 1, 2, -6, 5, 0.1, 1, 0, -3
CC[C@@H]1CN(C)[C@H]2Cc3c([nH]c4ccccc34)C(=O)C[C@@H]1[C@@H]2C(=O)OC
 : -5, -2, -5, 0, -201, 3, 17*, 0, -157, 0

# Source: PubChem
